# Assay outcomes: PubChem BioAssay, several laboratories
# human PMI inhibition: inhibitors of human PMI, primary screen, biochemical, fluorescence intensity, coupled assay (AID 1209) | Mannose-6-phosphate isomerase (Homo sapiens) | purified PMI enzyme, coupled fluorescence intensity; higher % means a stronger effect | inhibition, % at 20 µM; hits with a dose series show IC50 in µM | 0.42% of 190,000 active;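 further: plate controls were DMSO vehicle for no effect and wells lacking substrate for full effect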
# Hep lipid drop: inhibitors of hepatocyte lipid droplet formation, primary screen, imaging, high-throughput imaging, BODIPY stain; AML12 mouse hepatocytes, oleate lipid droplets; inhibition, % at 6.5 µM; 0.4% of 240,000 active; AID 1656, 2009;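 active means lipid droplet intensity inhibited by at least 50%, with more than 500 cells counted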
#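 Assay system: AML12 mouse liver cells | Compound dosing: One dose, 6.5 µM compound | Read-out basis: Droplet intensity reduction, % inhibition | Measured by: Fluorescence imaging, 20x objective, two fields per well | Schedule: Overnight treatment with compound plus oleate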
# TNAP activators: human TNAP enzyme activators, primary screen, biochemical, luminescent, no phosphate acceptor, uHTS (AID 1001); Alkaline phosphatase, tissue-nonspecific isozyme (Homo sapiens); purified TNAP, luminescent activation assay, no phosphate acceptor; higher activation fold means a stronger effect; activation fold at 20 µM, or EC50 in µM where a hit was titrated; 0.03% of 200,000 active; in the data active means activation fold from about 3, or a potency from the dose series; inactive means the rest, 99 in 100 with activation fold below about 1.6; further: many of its hits are not listed in these tables
# Autophagy mod: autophagy modulators in MEF cells, primary screen, imaging, high-content, MEF GFP-LC3; MEF GFP-LC3 puncta imaging; test concentration mostly 10 µM; calls only at 10 µM (by protocol); 0.98% of 190,000 active; AID 463193, 2010;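 active means percentage of spot-positive cells more than 3 SD above its plate mean, without a fluorescence outlier flag or 80% toxicity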;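 further: spot-positive cell cutoff set from DMSO-treated cells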
# MT stabilize HCS: microtubule stabilizers in HeLa cells, primary screen, imaging, high-content imaging. 0.83% of 200,000 active. % tubulin-high responders, % at 10 µM. HeLa tubulin immunostaining HCS, 24 h; share of cells brighter than vehicle mean+2SD;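 active means plate Z-score above 3 for both tubulin-high and condensed-nucleus cell shares, with cell loss under 80%, at 10 µM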;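 further: anti alpha tubulin signal scored within the nucleus-defined area of each cell; some results filed as inactive read as strong as hits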
# PMI inhibition: human PMI inhibitors, high substrate, primary screen, biochemical, fluorescence intensity, high mannose 6-phosphate (AID 1220) | Mannose-6-phosphate isomerase (Homo sapiens) | recombinant PMI enzyme, coupled fluorescence intensity; higher % means a stronger effect | inhibition, % at 20 µM, or IC50 in µM where a hit was titrated | 0.66% of 190,000 active
# T cell modulator: modulators of CD8 T cell-vesicle binding, primary screen, mouse 2C CD8+ T cells, flow cytometry | 2C CD8+ T cell-vesicle binding; stronger effect = lower value | 0.068% of 330,000 active | calls only at 7 µM | AID 2052, 2009;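 active means response, share of CD8 T cells binding vesicles, and their 90th percentile fluorescence all below set limits, cut at about 80% in these data, passing the limit was not always enough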
#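 incubation = binding step 1.5 h, 37 °C, antibody labelling 20 min, ice | test system = 2C mouse CD8+ T cells | read-out basis = percent CD8+ FL2 mean versus row control | controls = Peptide-free naked vesicles (low) and QL9 vesicles with 0.7% DMSO vehicle (high) | detection = flow cytometry of vesicle-bound cells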
# Insulin prom up: insulin promoter activators in MIN6 cells, imaging, high-content screening, mouse beta cells | MIN6 insulin promoter-GFP reporter; stronger effect = higher value | z-score at 5 µM | 0.3% of 190,000 active | AID 1625, 2009;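 active means z-score above 3 at 5 µM with at least 500 cells counted in the well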
# bCat nuc transl: modulators of beta-catenin nuclear translocation, primary screen, imaging, HeLa cells, immunofluorescence, high-content | 0.3% of 190,000 active | nuclear translocation activity, % at 5 µM;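 active means nuclear translocation activity above 50% at 5 µM, with a well cell count of 50 or more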;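 further: per-cell ratio of nuclear to cytoplasmic median beta-catenin stain intensity; plate controls were DMSO negative control for no effect and GSK-3 inhibitor IX positive control for full effect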
#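 Assay system: human HeLa cells, native beta-catenin; doses: 5 µM primary, 0.02–20 µM confirmation; incubation: compound treatment 24 h, 37°C, 5% CO2; technique: fluorescence imaging of beta-catenin antibody stain plus DAPI; measure: % activation, nuclear-to-cytoplasmic median beta-catenin signal ratio per cell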
# Insulin prom up cell count: recorded beside Insulin prom up, whose call it bears; cell count; measured here: cytotoxicity, nuclei count;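 total cells summed across four imaged fields per well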
# Hep lipid drop cells 6.5 µM: recorded beside Hep lipid drop, whose call it bears; cell count; measured here: cell count, cytotoxicity flag;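 cells counted across two imaged fields per well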
# bCat nuc transl cell count 5 µM: further read-out of bCat nuc transl, marked with its call; cell count; measured here: cell count, cytotoxicity flag
# T cell modulator vesicle-bound %: recorded beside T cell modulator, whose call it bears; double positive events, %; measured here: CD8+ vesicle-bound cell fraction;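 binding gate set so that unloaded-vesicle control wells show 10% double positive cells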
# MT stabilize HCS Hoechst-high %: further read-out of MT stabilize HCS, marked with its call; % Hoechst-high responders; measured here: nuclear condensation Hoechst responders;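 share of cells brighter than vehicle mean plus two SD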
# MT stabilize HCS cytotoxicity %: recorded beside MT stabilize HCS, whose call it bears; toxicity, %; measured here: cytotoxicity by cell density;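 0% = mean cell density of plate MIN control wells and 100% = no cells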
# Autophagy mod cell loss 18 h: second read-out of Autophagy mod, no call of its own (marks repeat the call); toxicity, %; measured here: cell loss, nuclei count;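 cell loss after 18 h compound exposure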
# * = called active by the depositor; i = inactive; · = not tested or not shown. Unless noted, no stated cut-off is given here; in the data, active means inhibition above about 50%; inactive means the rest.
# Sample of the layout, 2 compounds:
SMILES,human PMI inhibition,Hep lipid drop,Hep lipid drop cells 6.5 µM,TNAP activators,Autophagy mod,Autophagy mod cell loss 18 h,MT stabilize HCS,MT stabilize HCS Hoechst-high %,MT stabilize HCS cytotoxicity %,PMI inhibition,T cell modulator,T cell modulator vesicle-bound %,Insulin prom up,Insulin prom up cell count,bCat nuc transl,bCat nuc transl cell count 5 µM
CCOC(=O)c1c(N)sc(C(=O)Nc2ccccc2F)c1C,11.6%,-2.9,637,1.1,i,-5.0,2.5,1.1,4.3,7.6%,i,10.5,-0.39,1384,-0.7,1526
CCOC(=O)C1=CN(c2cccc(F)c2)C=C(C(=O)OCC)C1c1cc(OC)c(O)c([N+](=O)[O-])c1,8.6%,17.8,664,0.9,i,-27.4,2.9,1.9,1.5,9.8%,i,18.9,0.05,1760,-4.4,1091

# The listing, repeating the preview:
SMILES,human PMI inhibition,Hep lipid drop,Hep lipid drop cells 6.5 µM,TNAP activators,Autophagy mod,Autophagy mod cell loss 18 h,MT stabilize HCS,MT stabilize HCS Hoechst-high %,MT stabilize HCS cytotoxicity %,PMI inhibition,T cell modulator,T cell modulator vesicle-bound %,Insulin prom up,Insulin prom up cell count,bCat nuc transl,bCat nuc transl cell count 5 µM
CCOC(=O)c1c(N)sc(C(=O)Nc2ccccc2F)c1C,11.6%,-2.9,637,1.1,i,-5.0,2.5,1.1,4.3,7.6%,i,10.5,-0.39,1384,-0.7,1526
CCOC(=O)C1=CN(c2cccc(F)c2)C=C(C(=O)OCC)C1c1cc(OC)c(O)c([N+](=O)[O-])c1,8.6%,17.8,664,0.9,i,-27.4,2.9,1.9,1.5,9.8%,i,18.9,0.05,1760,-4.4,1091
Cc1cc(C)nc(SCc2nnc(SCC(=O)Nc3ccc(C)c(C)c3)n2Cc2ccco2)n1,8.5%,7.0,800,1.1,i,-3.0,1.1,1.6,15.0,8.1%,i,17.9,0.69,1159,-1.5,1207
NC(=O)c1c(N)sc(=S)n1CC1CCCO1 (stereo not given),-10.3%,·,·,1.2,i,14.1,6.1,3.2,5.6,-6.2%,i,33.8,-1.56,942,0.5,1146
Cc1ccc(C(=O)Nc2ccc(Br)c(C(F)(F)F)c2)cc1,15.9%,·,·,1.1,i,1.2,2.5,2.2,7.1,10.9%,i,30.1,-0.23,1577,-1.6,1381
CC1(C)CC(=O)C=C(C(=O)N2CCCC(CCC(=O)NCc3ccccc3F)C2)O1 (stereo not given),8.0%,-7.4,710,1.1,i,-10.9,3.4,2.1,0.1,2.7%,i,21.4,-0.49,1568,-1.6,989
COc1ccc(NC(=O)c2cc3cccc(OC)c3oc2=Nc2ccc(C(=O)O)cc2)cc1OC,7.0%,0.8,628,1.1,i,-4.2,3.1,2.7,18.4,11.1%,·,·,-1.9,1160,0.9,1071
Cc1ccc(NS(=O)(=O)c2cc(-c3n[nH]c(=O)c4ccccc34)ccc2C)cc1,4.4%,-18.0,723,1,i,2.6,11.4,18.8,62.2,7.6%,i,58.3,-0.82,1219,10.9,355
O=c1c2ccccc2cnn1-c1ccc2ccccc2c1,7.0%,-7.2,764,1.1,i,-10.0,3.1,2.0,4.4,3.1%,·,·,·,·,1.7,1053
CCc1nnc(NC(=O)c2ccc(S(=O)(=O)N(C)c3ccccc3)cc2)o1,-25.6%,-5.8,724,1.1,i,10.0,3.3,2.2,7.7,-17.6%,i,63.3,·,·,-0.8,1122
COC(=O)c1ccc(C(NC(=O)OCc2ccccc2)/C(F)=C/[C@@H](C)C(=O)NCc2ccc(OC)c(OC)c2)cc1 (stereo not given in full),-3.5%,-4.9,718,1.1,i,-9.7,2.0,1.7,4.2,-3.9%,i,51.1,0.08,1179,-2.2,544
COc1ccc(CC(=O)O/N=C(\N)c2cccc([N+](=O)[O-])c2)cc1,18.9%,2.0,676,1,i,8.3,2.5,2.6,7.5,16.0%,i,44.9,0.42,1541,0.6,1196
COc1ccc(CCn2c(=S)[nH]c3cc(C(=O)N4CCOCC4)ccc3c2=O)cc1OC,7.3%,2.1,729,1,i,-39.8,2.9,3.0,2.4,11.8%,i,56.7,·,·,-1.6,1093
CCC(NC(=O)C1(C)CC1(Br)Br)c1ccc(C)cc1 (stereo not given),4.8%,·,·,1.1,i,-0.2,2.7,1.8,1.0,10.3%,i,17.7,·,·,·,·
CC(=O)Nc1ccc2c(c1)CCCC2=O,·,-18.3,712,·,·,·,·,·,·,·,i,55.0,1.38,1014,0.3,1290
CCCCCn1c(=NC(=O)c2ccco2)c(C(=O)OCC)cc2c(=O)n3ccccc3nc21,7.8%,·,·,1.1,i,-3.8,2.3,3.2,4.1,5.9%,i,47.2,-0.26,1042,-2.0,938
COc1ccc(C(=O)Nc2ccc(Cl)cc2C(=O)NCc2ccco2)cc1,-15.3%,-14.3,675,0.9,i,5.2,1.7,1.5,16.9,-18.9%,i,19.3,·,·,5.6,863
OCCC1CN(Cc2nc3c(s2)CCCC3)CCN1CCc1ccccc1 (stereo not given),12.1%,-14.2,754,1.1,i,13.8,1.6,1.2,1.5,5.0%,i,61.2,0.4,1295,0.5,1151
CCOc1ccc(-c2nc(S(=O)(=O)c3ccccc3)c(NCc3cccnc3)o2)cc1,-9.2%,-2.3,669,1.1,i,5.1,2.1,2.7,5.3,-28.6%,i,56.9,·,·,-0.4,1056
CCOC(=O)C1=C(C)Nc2nc(SCC(=O)OC)nn2C1c1cc(F)cc(F)c1 (stereo not given),13.5%,27.5,638,1.1,i,-5.1,2.9,1.7,5.7,16.7%,i,35.2,-0.23,2083,0.0,1091
Cc1ccc(C(NC(N)=O)c2ccccc2C)cc1 (stereo not given),2.1%,5.3,814,1.1,i,31.0,1.5,0.6,7.2,-6.6%,i,29.7,1.26,800,3.4,1002
COC(=O)c1ccc(C)c(NC(=S)NCc2ccc(Cl)cc2)c1,5.2%,-2.4,775,1,i,16.4,3.8,2.7,9.7,-6.0%,i,23.8,-0.51,1372,0.2,1078
Cn1ccnc1C(O)(c1nnc(-c2ccccc2)o1)C(F)(F)F (stereo not given),-2.1%,·,·,1.1,i,-7.7,3.6,1.8,8.1,-1.7%,i,8.6,0.23,1580,-0.5,1350
CCCc1cc(=O)[nH]c(SCCOc2ccc(Cl)cc2)n1,1.9%,·,·,1.1,i,6.6,2.5,1.7,13.0,0.5%,i,21.9,-1.28,1185,-3.4,977
Cc1cccc(-c2cc(N)n(-c3ccccc3)n2)c1,2.7%,-10.3,720,1.1,i,3.0,1.2,1.5,12.6,6.8%,·,·,0.07,1249,-0.9,1046
# Next part.
SMILES,human PMI inhibition,Hep lipid drop,Hep lipid drop cells 6.5 µM,TNAP activators,Autophagy mod,Autophagy mod cell loss 18 h,MT stabilize HCS,MT stabilize HCS Hoechst-high %,MT stabilize HCS cytotoxicity %,PMI inhibition,T cell modulator,T cell modulator vesicle-bound %,Insulin prom up,Insulin prom up cell count,bCat nuc transl,bCat nuc transl cell count 5 µM
COc1ccc2[nH]c3c(=O)n(/N=C/c4ccc(OC)c(CN5CCCC5)c4)c(C)nc3c2c1,·,-39.3,759,·,·,·,·,·,·,·,i,14.2,-0.2,1346,-0.1,1237
Cc1ccc(C)c(NC(=S)Nc2cccnc2)c1,-7.0%,-9.5,726,1.1,i,6.7,1.1,1.5,4.2,8.4%,i,39.6,0.54,1240,1.1,1059
O=C(NCc1cccs1)C1CC1,8.8%,14.9,687,1.1,i,21.3,1.7,1.5,8.1,36.0%,i,47.9,0.76,1807,-0.4,928
CCOCc1[nH]c(=S)[nH]c(=O)c1Cc1ccc(OCC)cc1,·,-1.0,630,1,i,-6.1,2.3,2.6,6.8,·,i,23.2,-1.64,1564,1.0,1396
CCOC(=O)NC(c1ccc(C(C)C)cc1)C(Cl)(Cl)Cl (stereo not given),5.9%,7.0,671,1.1,i,-0.9,4.8,2.4,11.4,3.5%,i,3.3,-0.65,1018,-0.5,568
O=C1CCCCC1Sc1nnc(Nc2ccccc2)s1 (stereo not given),3.1%,20.6,695,1,i,3.8,7.9,1.2,7.3,1.6%,i,30.1,-0.22,1217,-1.0,1173
C/C(=N\NC(=O)c1c(Br)c(C)nn1C)c1cccc(NC(=O)c2ccccc2F)c1,-6.7%,16.9,690,1,i,1.9,2.3,3.2,1.5,1.5%,i,48.2,1.07,1221,-2.1,585
CCCCNC(=O)COC(=O)c1cc(Br)ccc1Cl,-0.2%,6.5,708,1.5,i,9.0,3.0,1.9,9.7,-3.9%,i,49.4,0.08,1482,-1.4,1094
CCOC(=O)CCP(=O)(O)C(O)c1ccccc1 (stereo not given),-12.6%,-5.9,764,0.9,i,-5.9,1.3,0.8,7.1,-10.1%,i,18.1,0.28,890,·,·
Cn1c(=O)c(C(=O)CN2CCCCCC2)c(N)n(Cc2ccccc2)c1=O,-4.4%,-9.5,714,1.1,i,-24.8,3.2,1.6,8.8,-0.7%,i,26.9,0.72,1308,-0.1,1133
COc1cc(/C=C2\SC(=S)N(C(Cc3ccccc3)C(=O)O)C2=O)ccc1O (stereo not given),·,3.0,717,·,·,·,·,·,·,·,i,43.6,0.66,1462,-0.1,1309
